ATXN viability – reduces viability in counter-screen for ATXN expression inhibitors | S2 cells (HEK-293 line with an ATXN2-luciferase reporter) viability, CellTiter-Fluor protease fluorescence, 24 h | Potency, µM (titrated, usually from 56.7 µM), most hits filed as cytotoxic | 400,000 tested, 0.49% active | AID 651635; also: potency is read from the fitted curve at half-maximal effect; nearly all actives have a fitted effect of over 40% in size
Nrf2 block – Nrf2 pathway inhibition; A549 ARE-Fluc reporter, luciferase luminescence, 18-24 h; Potency, µM (series often up to 46 µM), without a hit: top-dose activity change, negative = inhibition, actives largely listed as inhibitors; 360,000 tested, 2.1% active; AID 504444; also: potency is read from the fitted curve at half-maximal effect; % is scaled to controls: 0 for no effect and ±100 for the full control effect; nearly all actives have a fitted effect of over 60% in size
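A549 ARE_Fluc cells, 5000/well, 5% FBS OPTI-MEM; compounds in dose-response, 18-24 h at 37 °C/5% CO2; CellTiter-Fluor viability read (Ex 405/Em 525), then BugLite luciferase luminescence = Nrf2 activity.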
TGFb SMAD3 inh – TGF-b pathway inhibition | HepG2 CAGA-GFP TGF-b/SMAD3 reporter, GFP fluorescence, 18 h; TGF-beta stimulated, 500 pg/mL final | Potency, µM (titrated, usually from 46.1 µM), for the others: at the highest dose activity, negative = inhibition, usual class: inhibitors | 410,000 tested, 1.2% active | AID 588855; also: potency is read from the fitted curve at half-maximal effect; % is scaled to controls: 0 for no effect and ±100 for the full control effect; nearly all actives have a fitted effect of over 65% in size
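First, reporter cells (HEPG2 CAGA-GFP) rested 2 h at 37 degrees C. Next, compounds were pinned in and TGF-beta added to 500 pg/mL final. After 18 h, GFP was imaged per cell and summed per well.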
ATXN2 expr inh – ATXN2 expression inhibition; HEK-293 ATXN2-luciferase reporter, luminescence, 24 h; Potency, µM (series often up to 57 µM), for the others: top-dose activity change, negative = inhibition, actives largely listed as inhibitors; 360,000 tested, 0.72% active; also: potency is read from the fitted curve at half-maximal effect; % is scaled to controls: 0 for no effect and ±100 for the full control effect; nearly all actives have a fitted effect of over 55% in size
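qHTS (up to 57 uM final) was run with 24 h compound exposure of reporter cells at 37 °C. Each well was multiplexed: SteadyGlo luminescence measured ATXN2-luciferase expression after a fluorogenic Gly-Phe-AFC viability readout (25 uM final).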
A549 tox – A549 cytotoxicity, counter-screen for Nrf2 inhibitors. A549 ARE-Fluc cells, CellTiter-Fluor viability, 18-24 h. Potency, µM (top dose mostly 46 µM), for the others: at the top dose activity change, negative = cytotoxicity, hits mostly inhibitors. 390,000 tested, 0.16% active; also: potency is read from the fitted curve at half-maximal effect; % is scaled to controls: 0 for no effect and ±100 for the full control effect
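A549 ARE_Fluc cells in 5% FBS OPTI-MEM were exposed to compounds in concentration-response for 18-24 h at 37 deg C. Viability was read by CellTiter-Fluor fluorescence (Ex 405/Em 525) after 30 min, before the luciferase read.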
EPAC2 ag – EPAC2 (human) agonism | Q8WZA2 | EPAC2 activation, biochemical qHTS; response scale: 100% = 6.5 mM cAMP response | Potency, µM (series often up to 154 µM), for the others: at the top dose activation, hits mostly activators | 360,000 tested, 0.079% active | AID 720711; also: potency is read from the fitted curve at half-maximal effect; nearly all actives have a fitted effect of over 50% in size
Target sequence (Q8WZA2 whole entry, looked up): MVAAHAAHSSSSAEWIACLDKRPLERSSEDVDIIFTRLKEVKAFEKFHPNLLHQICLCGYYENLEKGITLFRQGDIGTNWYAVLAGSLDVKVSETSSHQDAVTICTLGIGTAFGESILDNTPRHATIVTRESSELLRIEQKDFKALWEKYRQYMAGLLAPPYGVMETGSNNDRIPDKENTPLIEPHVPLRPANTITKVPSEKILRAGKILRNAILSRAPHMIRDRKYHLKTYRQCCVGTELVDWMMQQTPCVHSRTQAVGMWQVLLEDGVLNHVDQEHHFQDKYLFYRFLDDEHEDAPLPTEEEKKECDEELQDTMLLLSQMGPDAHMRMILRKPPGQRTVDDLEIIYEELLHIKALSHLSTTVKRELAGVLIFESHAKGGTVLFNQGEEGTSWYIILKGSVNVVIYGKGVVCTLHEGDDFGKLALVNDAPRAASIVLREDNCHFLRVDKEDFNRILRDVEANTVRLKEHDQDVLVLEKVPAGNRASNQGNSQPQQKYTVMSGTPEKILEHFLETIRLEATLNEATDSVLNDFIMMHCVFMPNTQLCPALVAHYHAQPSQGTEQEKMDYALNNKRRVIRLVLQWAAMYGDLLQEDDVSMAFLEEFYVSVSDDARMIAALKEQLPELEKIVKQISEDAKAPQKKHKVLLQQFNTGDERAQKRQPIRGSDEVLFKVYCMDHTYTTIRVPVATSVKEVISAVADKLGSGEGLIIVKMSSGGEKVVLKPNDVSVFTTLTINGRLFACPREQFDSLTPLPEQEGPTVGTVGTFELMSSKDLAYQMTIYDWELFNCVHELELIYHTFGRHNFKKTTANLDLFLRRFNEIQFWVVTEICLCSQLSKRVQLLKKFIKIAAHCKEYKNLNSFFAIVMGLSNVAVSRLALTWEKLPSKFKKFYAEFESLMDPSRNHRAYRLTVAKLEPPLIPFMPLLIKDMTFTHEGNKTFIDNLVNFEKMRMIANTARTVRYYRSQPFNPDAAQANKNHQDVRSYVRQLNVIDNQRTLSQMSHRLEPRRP
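Compounds were added across a concentration range to EPAC2 (100 nM), RAP1B-BODIPY-GDP (250 nM) and GDP (50 uM). After 5 min at room temperature, fluorescence was recorded at 5-min intervals for 30 min.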
HepG2 viability – counter-screen for TGF-b inhibitors: cytotoxicity in HepG2 cells; HepG2 CAGA-GFP viability, ATP luminescence, 18 h; Potency, µM (top dose mostly 46.1 µM), inactives show at the highest dose activity change, negative = cytotoxicity, most hits filed as cytotoxic; 410,000 tested, 0.76% active; AID 588856; also: potency is read from the fitted curve at half-maximal effect; some results filed as inactive show a strong effect at the top dose
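HepG2 CAGA-GFP cells (1000/well, DMEM with 1% FBS) received compound, then TGF-beta at 500 pg/mL final, and were incubated 18 hours at 37 degrees C. Viability was read by CellTiter-Glo luminescence. Media-only wells were set as complete cell-killing and DMSO as no toxicity.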
IL-2 act – activators of IL-2; IL-2 activation reporter assay, cell-based qHTS; stimulated with anti-CD3/CD4/CD28 beads; in transgenic mouse T cells; activation, % (series mostly up to about 46 µM); 360,000 tested, 0.065% active; AID 652025; in the data active = activation above about 50%; inconclusive = mostly about 30% to 49%; also: 0% is about no effect
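Unstimulated transgenic mouse T cells; 60-min compound exposure; bead-based TCR/CD4/CD28 stimulation; 18 h culture, 37 degrees C; dual fluorescence (EGFP, DsRed) plate cytometry.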
Nrf2 ARE act – Nrf2 pathway activation; 410,000 tested, 0.31% active; AID 624171; AREc32 ARE-luciferase reporter (MCF7-derived line), luminescence, 24 h; Potency, µM (top dose mostly 46.1 µM), inactives show top-dose activation, most hits filed as activators; also: potency is read from the fitted curve at half-maximal effect; % of control where 0% means no effect; nearly all actives have a fitted effect of over 65% in size
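Cells of the AREc32 ARE-luciferase line are plated in OPTI-MEM containing 5% FBS and left overnight at 37 deg C. Compounds are pinned in, incubation continues 24 hr, and firefly luciferase signal is then measured.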
The depositor's hits bear a star. Unless noted, calls follow the shape of the dose curve; as a rule, active = well fitted curve in the direction sought with a large enough effect; inconclusive = small, poorly fitted or top-dose-only effect, or another doubt; inactive = no such curve, though single readings can be large; an effect the other way counts as inactive or inconclusive. An excerpt. The share of hits here may be higher or lower than overall.

Start of the data: the first 4 records, ahead of the listing:
Results for O=C(Cn1c(=O)oc2ccccc21)Nc1nnc(N2CCCCCC2)s1 ?
ATXN viability: inactive; Nrf2 block: 6%; TGFb SMAD3 inh: 13%; ATXN2 expr inh: 2%; A549 tox: -4%; EPAC2 ag: 9%; HepG2 viability: -1%; IL-2 act: -0.8; Nrf2 ARE act: 0.2%

What do the screens show for `COC(=O)C1=C(c2ccc(OC(F)(F)F)cc2)C[C@@H]2CC[C@H]1N2C(=O)N1CCCC1`?
ATXN viability: inconclusive; Nrf2 block: inconclusive; TGFb SMAD3 inh: inconclusive; ATXN2 expr inh: inconclusive; A549 tox: -1%; EPAC2 ag: -6%; HepG2 viability: 3%; IL-2 act: -3.0; Nrf2 ARE act: 0.3%

How did O=C(CCCc1ccc(N(CCCl)CCCl)cc1)NCc1ccccc1 do in these assays?
ATXN viability: inactive; TGFb SMAD3 inh: -10%; EPAC2 ag: 16%; HepG2 viability: -18%; IL-2 act: -3.4; Nrf2 ARE act: -1.8%

What do the screens show for `O=C(O)CC[N+](=O)[O-]`?
ATXN viability: inactive; Nrf2 block: 8%; TGFb SMAD3 inh: 2%; ATXN2 expr inh: 1%; A549 tox: -1%; EPAC2 ag: -1%; HepG2 viability: -1%; IL-2 act: 0.1; Nrf2 ARE act: -0.7%

Main list, repeating the preview:
Results for O=C(Cn1c(=O)oc2ccccc21)Nc1nnc(N2CCCCCC2)s1 ?
ATXN viability: inactive; Nrf2 block: 6%; TGFb SMAD3 inh: 13%; ATXN2 expr inh: 2%; A549 tox: -4%; EPAC2 ag: 9%; HepG2 viability: -1%; IL-2 act: -0.8; Nrf2 ARE act: 0.2%

What do the screens show for `COC(=O)C1=C(c2ccc(OC(F)(F)F)cc2)C[C@@H]2CC[C@H]1N2C(=O)N1CCCC1`?
ATXN viability: inconclusive; Nrf2 block: inconclusive; TGFb SMAD3 inh: inconclusive; ATXN2 expr inh: inconclusive; A549 tox: -1%; EPAC2 ag: -6%; HepG2 viability: 3%; IL-2 act: -3.0; Nrf2 ARE act: 0.3%

How did O=C(CCCc1ccc(N(CCCl)CCCl)cc1)NCc1ccccc1 do in these assays?
ATXN viability: inactive; TGFb SMAD3 inh: -10%; EPAC2 ag: 16%; HepG2 viability: -18%; IL-2 act: -3.4; Nrf2 ARE act: -1.8%

What do the screens show for `O=C(O)CC[N+](=O)[O-]`?
ATXN viability: inactive; Nrf2 block: 8%; TGFb SMAD3 inh: 2%; ATXN2 expr inh: 1%; A549 tox: -1%; EPAC2 ag: -1%; HepG2 viability: -1%; IL-2 act: 0.1; Nrf2 ARE act: -0.7%

How did O=S(=O)(c1ccc(F)cc1)N1CCCCC1c1cccnc1 (stereo not given) do in these assays?
ATXN viability: inactive; Nrf2 block: -14%; TGFb SMAD3 inh: 2%; ATXN2 expr inh: -4%; A549 tox: -3%; EPAC2 ag: -3%; HepG2 viability: 5%; IL-2 act: -0.3; Nrf2 ARE act: 0.0%

How did O=C(O)c1cn(Cc2ccccc2)nc1-c1ccccc1 do in these assays?
ATXN viability: inactive; Nrf2 block: 1%; TGFb SMAD3 inh: 10%; ATXN2 expr inh: 16%; A549 tox: -3%; EPAC2 ag: 3%; HepG2 viability: 0%; IL-2 act: -2.1; Nrf2 ARE act: -0.2%

What do the screens show for `CC1=C2C(=O)C3C(CC=C4CC(OC5OC(O)C(O)C(O)C5CO)CCC43C)C2CCC12OC1CC(C)CNC1C2C` (stereo not given)?
ATXN viability: inactive; Nrf2 block: 11%; TGFb SMAD3 inh: 1%; ATXN2 expr inh: -21%; A549 tox: -3%; EPAC2 ag: inconclusive; HepG2 viability: -2%; IL-2 act: -2.9; Nrf2 ARE act: 0.2%

Results for COc1ccccc1OCC#CCN1CCCCCC1 ?
ATXN viability: inactive; Nrf2 block: 8%; TGFb SMAD3 inh: -1%; ATXN2 expr inh: -21%; A549 tox: 2%; EPAC2 ag: 5%; HepG2 viability: -6%; IL-2 act: -0.7; Nrf2 ARE act: -0.4%

How did CC(=O)NCC1=C(c2cccc3ccccc23)C[C@@H]2CC[C@H]1N2Cc1ccco1 do in these assays?
ATXN viability: inactive; TGFb SMAD3 inh: 0%; ATXN2 expr inh: -7%; EPAC2 ag: 7%; HepG2 viability: -27%; IL-2 act: -1.6; Nrf2 ARE act: 0.0%

How did O=C(CCN1CC2CCC(CC2)C1)c1cccs1 do in these assays?
ATXN viability: inconclusive; Nrf2 block: -2%; TGFb SMAD3 inh: 13µM*; ATXN2 expr inh: -2%; A549 tox: 1%; EPAC2 ag: 0%; HepG2 viability: -25%; IL-2 act: -3.9; Nrf2 ARE act: 0.5%

How did c1ccc(CNC2CN3CCC2CC3)cc1 (stereo not given) do in these assays?
ATXN viability: inactive; Nrf2 block: -1%; TGFb SMAD3 inh: -1%; ATXN2 expr inh: 0%; A549 tox: -9%; EPAC2 ag: 5%; HepG2 viability: -11%; IL-2 act: -0.7; Nrf2 ARE act: 0.1%

What do the screens show for `COc1ccc(S(=O)(=O)N2CC3CC(C2)c2cccc(=O)n2C3)cc1` (stereo not given)?
ATXN viability: inactive; Nrf2 block: -1%; TGFb SMAD3 inh: 15%; ATXN2 expr inh: 2%; A549 tox: -9%; EPAC2 ag: 4%; HepG2 viability: -3%; IL-2 act: -0.4; Nrf2 ARE act: -0.5%

Bioassay records from PubChem BioAssay.
